From PubChem BioAssay
USP30 inh – human USP30 deubiquitinase inhibition | actives 5.3% (n = 47,000) | Q70CQ3 | purified USP30, Ub-rhodamine cleavage fluorescence | inhibition, % at 25 µM | AID 1645860
USP10 inh – human USP10 deubiquitinase inhibition | actives 1.1% (n = 47,000) | inhibition, % at 20 µM | Q14694 | purified USP10, Ub-rhodamine fluorescence, 60 min
Target sequence (Q14694 whole entry, looked up): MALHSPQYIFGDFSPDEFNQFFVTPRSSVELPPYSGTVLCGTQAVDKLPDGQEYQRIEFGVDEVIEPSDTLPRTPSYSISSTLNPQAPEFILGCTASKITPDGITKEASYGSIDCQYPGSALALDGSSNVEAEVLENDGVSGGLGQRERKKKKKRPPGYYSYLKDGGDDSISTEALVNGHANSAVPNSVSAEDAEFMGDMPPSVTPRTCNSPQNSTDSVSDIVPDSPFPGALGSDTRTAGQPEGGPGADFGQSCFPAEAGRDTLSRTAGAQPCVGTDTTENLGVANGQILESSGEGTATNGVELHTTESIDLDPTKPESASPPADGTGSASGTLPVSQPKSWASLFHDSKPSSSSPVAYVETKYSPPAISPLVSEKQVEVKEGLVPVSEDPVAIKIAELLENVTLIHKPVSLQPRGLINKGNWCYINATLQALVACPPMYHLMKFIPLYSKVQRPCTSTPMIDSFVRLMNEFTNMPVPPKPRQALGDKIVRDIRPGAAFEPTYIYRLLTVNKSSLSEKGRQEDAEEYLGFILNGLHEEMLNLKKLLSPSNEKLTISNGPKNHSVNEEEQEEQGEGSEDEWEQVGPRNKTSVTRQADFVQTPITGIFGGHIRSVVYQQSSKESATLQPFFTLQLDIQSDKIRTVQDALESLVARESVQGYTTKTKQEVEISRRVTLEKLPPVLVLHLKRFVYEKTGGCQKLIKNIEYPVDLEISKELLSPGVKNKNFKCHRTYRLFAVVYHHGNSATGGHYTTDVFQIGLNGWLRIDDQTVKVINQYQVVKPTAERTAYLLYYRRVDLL
USP7 inh – inhibitors of human USP7 deubiquitinase | Q93009 | purified USP7, Ub-rhodamine cleavage fluorescence | inhibition, % at 20 µM | actives 0.3% (n = 47,000)
UCHL1 inh – human UCHL1 deubiquitinase inhibition | P09936 | purified UCHL1, Ub-rhodamine cleavage fluorescence | inhibition, % at 20 µM | actives 0.2% (n = 47,000)
Target sequence (P09936 whole entry, looked up): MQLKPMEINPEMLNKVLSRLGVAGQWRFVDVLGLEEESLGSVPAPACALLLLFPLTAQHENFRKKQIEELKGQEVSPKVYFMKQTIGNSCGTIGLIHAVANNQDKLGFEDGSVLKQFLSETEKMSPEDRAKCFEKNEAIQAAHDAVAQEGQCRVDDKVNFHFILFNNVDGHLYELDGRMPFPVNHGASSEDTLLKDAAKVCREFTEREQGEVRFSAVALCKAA
USP17 inh – inhibitors of human USP17 deubiquitinase | A8MUK1 | purified USP17, Ub-rhodamine cleavage fluorescence, 3 h | inhibition, % at 50 µM | actives 6.5% (n = 47,000) | AID 1645855
USP8 inh – human USP8 deubiquitinase inhibition. inhibition, % at 20 µM. purified USP8, Ub-rhodamine cleavage fluorescence, 30 min. P40818. AID 1645853. actives 4.2% (n = 47,000)
OTUD3 block – inhibitors of human OTUD3 deubiquitinase. purified OTUD3, Ub-rhodamine fluorescence, 2 h. AID 1645858. inhibition, % at 25 µM. actives 0.7% (n = 47,000)
USP28 inh – blocks human USP28 ubiquitin-rhodamine cleavage | purified USP28, Ub-rhodamine cleavage fluorescence, 30 min | inhibition, % at 25 µM | actives 3% (n = 47,000)
Numbers without * were called inactive; i = inactive; x = not tested or not shown. Cut-off read from the data, not from the text of the source: active = inhibition above about 30%; inactive = the rest.

SMILES	USP30 inh	USP10 inh	USP7 inh	UCHL1 inh	USP17 inh	USP8 inh	OTUD3 block	USP28 inh
COC(=O)c1cc2c(ccn2-c2ccc(F)cc2)n1Cc1cccc2ccccc12	-21.5	0.1	0.9	-0.2	0.0	-6.4	-11.7	-8.6
CC(C)(C)OC(=O)N1CSC[C@@H]1C(=O)N1CCC(C(=O)N[C@@H](CC(N)=O)C(=O)O)(c2ccccc2)CC1	17.1	1.9	-0.9	-0.3	7.6	7.6	-4.6	-2.1
O=C(c1cccc(C(F)(F)F)c1)N1CCC(O)(CS(=O)(=O)c2ccc(Cl)c(Cl)c2)CC1	6.2	1.7	-1.3	4.8	-5.2	1.4	-1.5	4.8
C1CN(c2nnn(CC3CC3)n2)CCO1	-3.6	1.1	0.5	-1.3	-3.0	-1.2	-0.5	-10.6
O=C(COc1ccc2ccccc2c1)Nc1cccc2ccccc12	46.3*	13.1	9.4	3.5	64.8*	35.6*	8.1	19.4
COc1ccccc1NC(=O)c1oc2ccccc2c1NC(=O)c1ccccc1Cl	-32.7	10.0	7.6	0.3	8.1	9.4	7.5	4.1
COC(=O)c1cc2c(ccn2C)n1Cc1ccccn1	i	-5.7	-74.3	-70.3	-181.0	-18.8	-199.9	-242.7
Fc1ccc(CSc2nnc(-c3ccccn3)n2Cc2ccco2)cc1	23.0	8.6	-16.0	0.4	1.3	-4.9	4.2	56.3*
COc1cccc(C(=O)Nc2cnn(-c3ncncc3N(C)C)c2)c1	x	0.4	1.7	-0.9	1.1	-1.3	6.7	x
CCn1cc(S(=O)(=O)N2CCOC(c3cccc(-c4cncnc4)n3)C2)c(C)n1 (centres undefined)	-14.0	-4.3	-3.0	-6.0	-0.3	0.5	1.6	-1.9
COc1cc(Cl)c(C)cc1-n1ccnc(NC(=O)c2ccccn2)c1=O	-0.1	0.3	1.9	-0.4	-7.3	-15.4	-0.6	2.7
CCCCOc1ccc(C2CC(=O)Nc3nc(C)[nH]c(=O)c32)cc1 (centres undefined)	16.0	1.0	5.7	0.2	8.5	6.2	10.9	-1.6
O=C(Nc1cccc(F)c1)c1cc(CN2CCOCC2)on1	20.8	2.1	2.2	3.3	14.3	18.1	15.2	12.3
O=C(CC1C=CCC1)N1C[C@H](OCc2ccncc2)[C@H]2OCCC[C@H]21 (some centres undefined)	-294.7	-4.1	-36.8	-32.7	-79.0	-73.8	-65.9	-58.7
CCCc1ccc(S(=O)(=O)N2CCc3nc(N4CCOCC4)[nH]c(=O)c3CC2)cc1	10.8	-0.7	2.3	2.1	7.0	0.9	0.9	0.2

Records above printed as active in USP28 inh:
SMILES	USP30 inh	USP10 inh	USP7 inh	UCHL1 inh	USP17 inh	USP8 inh	OTUD3 block	USP28 inh
Fc1ccc(CSc2nnc(-c3ccccn3)n2Cc2ccco2)cc1	23.0	8.6	-16.0	0.4	1.3	-4.9	4.2	56.3*

Some of the entries so far, as a markdown table:
| molecule | USP30 inh | USP10 inh | USP7 inh | UCHL1 inh | USP17 inh | USP8 inh | OTUD3 block | USP28 inh |
| --- | --- | --- | --- | --- | --- | --- | --- | --- |
| COc1ccccc1NC(=O)c1oc2ccccc2c1NC(=O)c1ccccc1Cl | -32.7 | 10.0 | 7.6 | 0.3 | 8.1 | 9.4 | 7.5 | 4.1 |
| O=C(CC1C=CCC1)N1C[C@H](OCc2ccncc2)[C@H]2OCCC[C@H]21 (some centres undefined) | -294.7 | -4.1 | -36.8 | -32.7 | -79.0 | -73.8 | -65.9 | -58.7 |

Carrying on.
SMILES	USP30 inh	USP10 inh	USP7 inh	UCHL1 inh	USP17 inh	USP8 inh	OTUD3 block	USP28 inh
CCN(c1ccc(OC)cc1)S(=O)(=O)N1CCCC(C(=O)NCc2ccccc2)C1 (centres undefined)	-2.5	-0.5	-0.2	-2.3	-1.2	1.3	-1.1	-5.1
COc1ccc(-c2csc3ncnc(NCc4cccnc4)c23)cc1	12.5	-1.0	2.4	0.3	3.6	14.4	6.8	5.5
CC1=C(C(=O)Nc2ccccn2)C(c2ccc3c(c2)OCO3)n2ncnc2N1 (centres undefined)	18.0	1.5	4.9	2.2	12.0	15.8	8.9	33.2*
CCCCCCCC/C=C\CCCCCCCc1cc(O)cc(O)c1C(=O)O	28.5	0.8	4.1	0.4	6.6	1.4	6.4	-0.1
O=C(Nc1ccccc1Br)c1cnc(-c2ccccc2)nc1-c1ccncc1	-387.7	-6.7	-39.2	-41.7	-16.9	-21.2	-69.0	-95.9
Cc1ccccc1C(=O)N1CCc2cc3ccccc3nc21	7.3	-3.1	-8.5	-1.3	-11.3	-55.4	13.7	3.4
O=C1NCC2(C/C=C/CCOc3ccccc31)CCN(Cc1ccncc1)CC2	-0.1	3.0	-3.3	-1.3	-11.0	-23.8	-4.5	8.8
Cn1c(=O)c2c(-c3ccc(C(C)(C)C)cc3)n(CC3CCCO3)cc2n(C)c1=O (centres undefined)	-64.9	-1.7	-7.4	-6.5	-54.8	-229.4	-19.5	-33.1
CC1=C(C(=O)Nc2ccccc2)C(c2ccncc2)n2c(nc3ccccc32)N1 (centres undefined)	11.9	0.5	2.6	0.7	0.2	3.4	3.5	20.2
COc1ccc(CCC(=O)Nc2ccc(C)c(S(=O)(=O)Nc3ccccc3OC)c2)cc1	6.2	7.8	3.2	3.6	4.6	1.2	0.0	0.7
CC(=O)N1CCc2cc(S(=O)(=O)NCCC(=O)Nc3cc(C)cc(C)c3)ccc21	-8.3	-0.6	-2.2	-2.3	-5.1	-3.3	-2.5	-2.9
CCOC(=O)c1ccc(-n2nc(C)c3c(C)cc(=O)oc32)cc1	-6.0	-7.7	-33.5	-1.3	0.3	-55.8	14.6	13.3
C=CC1CC(C)CC(C)C1c1c(O)ccn(O)c1=O (centres undefined)	20.9	-2.1	3.2	2.1	18.1	-1.4	4.7	11.0
Cn1nnc2c1CCN(C(=O)C1CCC1)C2COCc1ccccc1 (centres undefined)	-10.7	-0.1	-4.7	0.0	-18.6	-73.9	-4.5	-12.3
O=C(c1cc(C2CC2)on1)N1CCN(Cc2ccccc2)CC1	-4.9	0.0	-0.3	-0.4	-7.3	-0.3	-2.1	-8.2

Full records, looked up by structure. Values in the order: USP30 inh | USP10 inh | USP7 inh | UCHL1 inh | USP17 inh | USP8 inh | OTUD3 block | USP28 inh
`CC1=C(C(=O)Nc2ccccn2)C(c2ccc3c(c2)OCO3)n2ncnc2N1` (centres undefined) is listed with 18.0 | 1.5 | 4.9 | 2.2 | 12.0 | 15.8 | 8.9 | 33.2*
`Cn1c(=O)c2c(-c3ccc(C(C)(C)C)cc3)n(CC3CCCO3)cc2n(C)c1=O` (centres undefined) is listed with -64.9 | -1.7 | -7.4 | -6.5 | -54.8 | -229.4 | -19.5 | -33.1

More structures follow:
SMILES	USP30 inh	USP10 inh	USP7 inh	UCHL1 inh	USP17 inh	USP8 inh	OTUD3 block	USP28 inh
Cc1nc2cc(N3CC(C(=O)NCc4ccccc4)CC3=O)ccc2o1 (centres undefined)	19.1	-1.7	0.7	-0.3	13.8	3.8	4.7	3.2
O=c1[nH]c2cc(Cl)ccc2c(O)c1Cc1ccccc1	-1.1	-1.8	0.0	1.0	-8.9	-4.8	-3.5	-0.2
Cc1cccc(NC(=O)N2CCCC(CN3CCc4ccccc4C3)C2)c1 (centres undefined)	-22.0	-0.1	0.0	-0.2	-2.8	17.3	-1.1	0.0
CC1=NOC(CNC(=O)Nc2ccc(C)c(F)c2)C1 (centres undefined)	-3.5	3.6	-12.1	-2.8	-5.9	10.5	-6.4	0.0
O=C(CCc1nc(CSc2nnc(-c3ccncc3)o2)no1)Nc1ccc(Cl)cc1	18.1	-4.2	-0.5	1.1	-7.2	-255.7	6.1	-0.4
O=C(C1CCC1)N1CCCC(Cc2cnc(-c3ncc[nH]3)cn2)C1 (centres undefined)	-2.8	0.0	0.0	-7.4	-7.1	-43.8	-2.0	-10.8
N#Cc1cccc(C(=O)Nc2cccc(Oc3ccccc3)c2)c1	4.2	7.1	-161.7	0.5	9.9	2.1	3.0	15.6
CCn1cc2c3c(cccc31)CN(C(=O)c1c(F)cccc1F)CC2	-221.1	-4.1	-27.2	-29.0	-54.1	-38.6	-58.0	-54.9
O=c1c(N2CCNCC2)nc2cccnc2n1Cc1ccccc1	-1.4	-1.1	-71.3	1.4	-1.4	0.2	1.2	1.6
CN1CCN(Cc2c(-c3cccnc3)[nH]c3ncccc23)CC1	-2.8	-1.6	5.8	0.4	7.0	8.1	1.0	-0.1
Cc1ccsc1CN(C)Cc1nc(N)nc(Nc2ccccc2)n1	x	-3.1	-5.6	-0.1	-21.8	1.7	1.5	x
N#Cc1c(-c2ccccc2)nc(SCc2ccccc2Cl)nc1N1CCOCC1	12.2	6.8	6.8	2.9	9.2	6.7	12.7	9.4
CN(Cc1ccccc1)Cc1cn[nH]c1-c1ccc(Cl)cc1	-10.6	3.9	-24.0	2.1	-22.2	-103.4	-11.6	0.1
O=C1CCSc2ccc(S(=O)(=O)NCc3ccc(F)cc3)cc2N1	-0.8	2.5	-1.7	-3.7	-12.3	-43.8	3.6	-5.3
O=C(Cn1cnc2c(nnn2-c2cccc(F)c2)c1=O)N1CCCC1	21.4	1.2	-1.9	-0.6	12.5	16.1	4.4	6.5

An excerpt of these results, in markdown.
| SMILES | USP30 inh | USP10 inh | USP7 inh | UCHL1 inh | USP17 inh | USP8 inh | OTUD3 block | USP28 inh |
| --- | --- | --- | --- | --- | --- | --- | --- | --- |
| O=C(C1CCC1)N1CCCC(Cc2cnc(-c3ncc[nH]3)cn2)C1 (centres undefined) | -2.8 | 0.0 | 0.0 | -7.4 | -7.1 | -43.8 | -2.0 | -10.8 |
| CN1CCN(Cc2c(-c3cccnc3)[nH]c3ncccc23)CC1 | -2.8 | -1.6 | 5.8 | 0.4 | 7.0 | 8.1 | 1.0 | -0.1 |
| CN(Cc1ccccc1)Cc1cn[nH]c1-c1ccc(Cl)cc1 | -10.6 | 3.9 | -24.0 | 2.1 | -22.2 | -103.4 | -11.6 | 0.1 |
| Cc1ccsc1CN(C)Cc1nc(N)nc(Nc2ccccc2)n1 | x | -3.1 | -5.6 | -0.1 | -21.8 | 1.7 | 1.5 | x |
| O=C(CCc1nc(CSc2nnc(-c3ccncc3)o2)no1)Nc1ccc(Cl)cc1 | 18.1 | -4.2 | -0.5 | 1.1 | -7.2 | -255.7 | 6.1 | -0.4 |

Following part.
SMILES	USP30 inh	USP10 inh	USP7 inh	UCHL1 inh	USP17 inh	USP8 inh	OTUD3 block	USP28 inh
O=C(Nc1ccc2c(c1)OCCO2)Nc1ccccc1OCc1cc(=O)n2ccccc2n1	-3.9	-2.2	0.3	0.6	4.3	-8.4	-5.4	8.3
Cc1ccc(NC(=O)c2cc3c(s2)CCC3)cc1	-26.3	13.8	-3.8	17.4	48.8*	48.7*	11.9	37.1*
COC(=O)c1nn(-c2ccc(Cl)cc2)c(=O)cc1Sc1ccc(C)cc1	2.8	5.2	-9.4	1.5	26.4	52.9*	-0.9	-3.4
Cc1ccc(NC(=O)C2CCC(CNS(=O)(=O)c3ccc4c(c3)C(C)(C)C(=O)N4C)CC2)cc1C (centres undefined)	-35.6	0.1	7.1	4.6	-8.8	-33.5	-15.1	13.1
O=C(c1cnc2n1CCN(C1CCOCC1)C2)N1CCCC1	-12.8	-3.0	-0.8	-6.3	-2.5	-42.1	-15.7	-4.4
Cc1cccc(NC(=O)CC2C(=O)N(Cc3cccnc3)c3nc4ccccc4n32)c1 (centres undefined)	-6.8	-0.1	-5.9	0.0	-16.1	-12.9	-10.3	-14.2
CCC(CC)NC(=O)c1nnn(-c2cccc3c2CCN(C2CCOCC2)C3)c1C	-61.8	-5.1	-0.5	-4.3	-11.1	8.4	-20.8	-21.4
O=C(Nc1ccc(C(F)(F)F)cc1)C1CCN(S(=O)(=O)c2cccnc2)CC1	-11.1	-3.2	-22.7	-0.3	-9.2	-16.1	-16.7	-5.8
O=C(O)CN1C(=O)CC2(CCC(=O)N2C(=O)c2ccc(F)cc2)C1=O (centres undefined)	14.1	3.3	2.1	-0.2	2.0	-1.2	7.3	3.0
CC1(C)Cc2c(sc3nc(SCC(N)=O)nc(N)c23)CO1	1.6	4.2	0.6	2.2	5.3	6.6	-3.6	-2.2
CCc1cc(C(=O)NCc2ccc(OC)cc2)nc2ccnn12	1.2	-1.7	-1.2	-1.5	-4.2	-0.1	-3.7	0.4
COc1cccc2c1nc(C(F)(F)F)n2C1CCN(C(=O)Cc2cnc[nH]2)CC1	-4.7	2.7	-0.1	-1.6	-15.1	-8.7	0.7	-7.2
CCCc1ccc(C(C)NC(=O)c2ccc(C)s2)cc1 (centres undefined)	9.2	5.4	6.1	-0.7	3.7	-62.0	11.9	1.4

Rows were taken by chance; about 13% have a hit in one of these screens.
